Epigenetic derep: epigenetic control regulation, reporter derepression. murine LDR cells, GFP reporter derepression, 30 h. actives 0.2% (n = 280,000). Potency, µM (highest dose often 53.9 µM), for the others: at the highest dose GFP activation, actives largely listed as activators. AID 1865; further: potency means the concentration at half of the fitted maximal effect; % of control where 0% means no effect; nearly all actives have a fitted effect of over 60% in size
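GFP-positive cell count by laser-scanning cytometry (objects 20–120 um) after 30 h, 37 C compound exposure of murine LDR cells; reporter is CMV-GFP integrated at a silenced locus, inducible by HDAC or DNMT inhibitors.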
LMNA splice mod: LMNA splicing modulation; HeLa LMNA splicing GFP/RFP minigene ratio, 48 h; Potency, µM (series often up to 46.1 µM), inactives show top-dose ratio change, negative = inhibition, hits mostly inhibitors; actives 0.01% (n = 200,000); AID 1487; active means well fitted inhibition curve with a large enough effect in the signal ratio, with a control signal flat, not every such curve was filed as active; inconclusive means small, poorly fitted or top-dose-only effect, or effect the other way, or a change in a side signal; the % refers to the signal ratio; further: potency means the concentration at half of the fitted maximal effect; on the % scale 0 is the no-effect control and ±100 the full control effect
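S3 HeLa cells stably expressing lamin A-EGFP splicing minigene plus DsRed2, 600 cells/well, 48 h compound exposure at 37C. Laser-scanning cytometry; analysed as GFP (500-530 nm)/RFP (575-640 nm) total intensity ratio; 0.5% DMSO vehicle.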
CBFb RUNX1 block: blocks binding between human CBF-beta and RUNX1 | Q01196+Q13951 | AlphaScreen CBFb-His/RUNX1-biotin binding, biochemical | 230,000 tested, under 10 active | Potency, µM (series often up to 59.8 µM), for the others: top-dose activity, negative = inhibition, usual class: inhibitors; further: % of control where 0% means no effect
Target sequence (Q01196 whole entry, looked up): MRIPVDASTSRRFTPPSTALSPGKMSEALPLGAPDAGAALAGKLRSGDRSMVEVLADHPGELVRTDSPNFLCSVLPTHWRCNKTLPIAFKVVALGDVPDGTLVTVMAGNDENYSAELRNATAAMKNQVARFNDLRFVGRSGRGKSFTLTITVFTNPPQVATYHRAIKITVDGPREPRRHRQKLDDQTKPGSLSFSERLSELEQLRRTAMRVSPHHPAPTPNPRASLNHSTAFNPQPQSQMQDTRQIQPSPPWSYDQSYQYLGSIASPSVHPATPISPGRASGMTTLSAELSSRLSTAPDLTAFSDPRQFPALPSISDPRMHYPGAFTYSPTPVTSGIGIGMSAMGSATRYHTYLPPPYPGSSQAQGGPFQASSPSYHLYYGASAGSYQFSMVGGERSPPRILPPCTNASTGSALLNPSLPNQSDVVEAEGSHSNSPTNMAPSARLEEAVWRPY
Target sequence (Q13951 whole entry, looked up): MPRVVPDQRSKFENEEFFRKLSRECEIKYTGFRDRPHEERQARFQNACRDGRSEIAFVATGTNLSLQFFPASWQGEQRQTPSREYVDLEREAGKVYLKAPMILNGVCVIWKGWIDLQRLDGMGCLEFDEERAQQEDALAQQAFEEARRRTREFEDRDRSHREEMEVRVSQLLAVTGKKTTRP
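Proteins preincubated together for 20 min at RT before compound addition; 15 min later, nickel and streptavidin beads were added and left 90 min prior to AlphaScreen measurement.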
IMPase Li inh: membrane-permeable IMPase blocker, potentiated with lithium | CHO-M1 cells, IP1 TR-FRET (IP-One), carbachol + lithium | Potency, µM (highest dose often 59.4 µM), for the others: at the top dose activity, negative = IMPase inhibition, usual class: inhibitors | actives 0.35% (n = 210,000) | AID 1457;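 further: IP1 builds up when IMPase is blocked and the TR-FRET signal falls; potency means the concentration at half of the fitted maximal effect; plate controls were basal vehicle for no effect and high inhibitor control for full effect; nearly all actives have a fitted effect of over 50% in size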
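Readout is a homogeneous TR-FRET IP1 immunoassay (Ex 320, Em 665 and 620), where raised cytosolic IP1 lowers signal. Cells were CHO-M1 treated 30 min at 37C with test compounds plus a little lithium; AC50 values came from Hill-equation fitting.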
Luc counter: counter-screen: inhibitors of Kinase-Glo firefly luciferase. Q27757. Kinase-Glo luciferase, ATP luminescence, 8 min. Potency, µM (doses to about 38.3 µM), for the others: at the highest dose activity change, negative = inhibition, usual class: inhibitors. actives 0.28% (n = 200,000); further: potency means the concentration at half of the fitted maximal effect; on the % scale 0 is the no-effect control and ±100 the full control effect; nearly all actives have a fitted effect of over 60% in size
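Luminescence was the read-out, taken after 8-minute incubation at ambient temperature. Luciferase turned over luciferin with 10 uM ATP in imidazole pH 7.2 buffer containing KCl, MgCl2, Tween 20 and BSA.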
NPSR antagonist: neuropeptide S receptor (human) antagonism, cAMP; CHO-NPSR cells, cAMP TR-FRET, antagonist mode; Potency, µM (highest dose often 38.3 µM), for the others: at the top dose activity change, negative = inhibition, usual class: inhibitors; actives 1% (n = 220,000); Q6W5P4; AID 1461; further: potency means the concentration at half of the fitted maximal effect; on the % scale 0 is the no-effect control and ±100 the full control effect; nearly all actives have a fitted effect of over 50% in size; many of its hits are not listed in these tables
Target sequence (Q6W5P4 whole entry, looked up): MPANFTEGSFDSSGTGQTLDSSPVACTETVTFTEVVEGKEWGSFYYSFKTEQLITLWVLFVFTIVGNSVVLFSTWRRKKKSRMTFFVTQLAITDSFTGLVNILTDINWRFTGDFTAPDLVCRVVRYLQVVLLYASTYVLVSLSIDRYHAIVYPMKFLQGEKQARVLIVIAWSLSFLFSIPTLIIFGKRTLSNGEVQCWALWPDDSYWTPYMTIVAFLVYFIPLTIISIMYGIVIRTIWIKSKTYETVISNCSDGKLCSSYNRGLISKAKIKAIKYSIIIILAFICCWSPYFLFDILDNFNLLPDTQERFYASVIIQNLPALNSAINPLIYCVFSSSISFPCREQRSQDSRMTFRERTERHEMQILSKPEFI
HTT aggregate: mutant huntingtin aggregation inhibition; PC12 HttQ103-GFP aggregates, Acumen cytometry, 40 h; Potency, µM (series often up to 46.1 µM), without a hit: at the highest dose activity change, negative = inhibition, actives largely listed as inhibitors; actives 1.1% (n = 220,000); AID 1688; further: potency means the concentration at half of the fitted maximal effect; on the % scale 0 is the no-effect control and ±100 the full control effect; nearly all actives have a fitted effect of over 60% in size
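Steps: seed 1500 PC12 HTTQ103-GFP cells/well; add tebufenozide, 100 nM final; add compound titration; add ATPLite reagent; quantify GFP aggregates by laser scanning cytometry.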
* marks the source's active call; other numbers are inactive results; & = joins results of further samples; [ ] = remark or other dose. Unless noted, the call rests on the fitted dose curve; in most records, active means well fitted curve in the direction sought with a large enough effect; inconclusive means small, poorly fitted or top-dose-only effect, or another doubt; inactive means no such curve, though single readings can be large; an effect the other way counts as inactive or inconclusive.

Results for CCOC(=O)CSC1=N/C(=C/c2ccc(-n3cncn3)cc2)C(=O)N1C(C)=O ?
Epigenetic derep: -4.1%; CBFb RUNX1 block: 20.9%; IMPase Li inh: 11.7%; Luc counter: 2.9%; NPSR antagonist: 38.4%; HTT aggregate: -15.8%

What do the screens show for `CCCN=C(N)/C(C(=O)OCC)=C(\O)c1ccc(OC)cc1`?
Epigenetic derep: -1.1%; LMNA splice mod: -5.7%; CBFb RUNX1 block: 4.3%; IMPase Li inh: 17.7%[38.3 µM]; Luc counter: 2.9%; NPSR antagonist: 4.0%[46.1 µM]; HTT aggregate: inconclusive

What do the screens show for `N[C@](CC1c2ccccc2Oc2ccccc21)(C(=O)O)[C@H]1C[C@@H]1C(=O)O`?
Epigenetic derep: 0.8%; CBFb RUNX1 block: 11.4%; IMPase Li inh: -1.7%

Results for CCn1c2ccccc2c2nnc(SCC(=O)Nc3c(C)n(C)n(-c4ccccc4)c3=O)nc21 ?
Epigenetic derep: -1.0%; LMNA splice mod: inconclusive; CBFb RUNX1 block: 5.3%; IMPase Li inh: -8.6%[38.3 µM]; Luc counter: 0.8%; NPSR antagonist: 9.2%[46.1 µM]; HTT aggregate: 12.1%

Results for CC(=O)c1c(O)cc(C(C)C)n(-c2ccccc2)c1=O ?
Epigenetic derep: -2.0%; LMNA splice mod: -3.8%; CBFb RUNX1 block: 2.3%; IMPase Li inh: -4.2%; Luc counter: -1.3%; NPSR antagonist: 0.8%; HTT aggregate: 25.9%

What do the screens show for `Cc1ccc(-c2nnc(N)o2)cc1`?
Epigenetic derep: -4.6%; LMNA splice mod: -8.6%; CBFb RUNX1 block: -2.1%; IMPase Li inh: -6.6%; Luc counter: -1.6%; NPSR antagonist: 7.8%; HTT aggregate: 9.6%

How did CCC(=O)NC(Nc1ccccn1)(C(=O)OC)C(F)(F)F (configuration not stated) do in these assays?
Epigenetic derep: 0.0%; LMNA splice mod: 4.1%; CBFb RUNX1 block: 0.8%; IMPase Li inh: -6.1%; Luc counter: -5.1%; NPSR antagonist: 14.7%; HTT aggregate: -4.8%

Results for CCOc1ccc(S(=O)(=O)n2nnc3ccccc32)cc1C ?
Epigenetic derep: -0.7%; LMNA splice mod: 11.2%; CBFb RUNX1 block: -3.2%; IMPase Li inh: 2.1%[38.3 µM]; Luc counter: -5.9%; NPSR antagonist: 3.0%[46.1 µM]; HTT aggregate: 0.5%

How did CC(=O)Nc1ccccc1C(=O)C(=O)NCCc1ccccc1 do in these assays?
Epigenetic derep: 0.0%; CBFb RUNX1 block: -0.1%; IMPase Li inh: 3.3%; NPSR antagonist: 20.6%; HTT aggregate: -16.1%

Results for Cc1ccc(CNC(=O)C2c3ccccc3C(=O)N(C)C2c2c[nH]c3ccccc23)o1 (configuration not stated) ?
Epigenetic derep: -0.7%; LMNA splice mod: 7.8%; CBFb RUNX1 block: 5.1%; IMPase Li inh: 2.2%[38.3 µM]; Luc counter: -3.3%; NPSR antagonist: -16.0%[46.1 µM]; HTT aggregate: 22.4%

How did COc1ccccc1N1CCN(CCCNc2c(C)c(=O)n(C)c(=O)n2C)CC1 do in these assays?
Epigenetic derep: -1.2%&-0.6%; LMNA splice mod: inconclusive; CBFb RUNX1 block: 7.3%&1.3%; IMPase Li inh: 16.8%&3.6%; Luc counter: 0.3%; NPSR antagonist: 13.5%[46.1 µM]

What do the screens show for `N=C1c2ccccc2CN1c1ccc(S(=O)(=O)N2CCCCC2)cc1`?
Epigenetic derep: -0.5%; LMNA splice mod: -2.2%[46 µM]; CBFb RUNX1 block: 2.5%; IMPase Li inh: 25.6%; Luc counter: -0.1%; NPSR antagonist: -13.7%; HTT aggregate: 3.0%[9.22 µM]

Results for CN(CC(=O)Nc1ccc(S(=O)(=O)N2CCCC2)cc1)Cc1cccc(Cl)c1Cl ?
Epigenetic derep: -0.3%; LMNA splice mod: -26.4%; CBFb RUNX1 block: -1.2%; IMPase Li inh: 11.3%; Luc counter: -6.2%; NPSR antagonist: -25.9%; HTT aggregate: -10.9%

How did Cc1ccsc1S(=O)(=O)N1CCC(CO)(CC2CCCCO2)CC1 (configuration not stated) do in these assays?
Epigenetic derep: -1.3%; LMNA splice mod: 15.8%[46 µM]; CBFb RUNX1 block: 6.0%; IMPase Li inh: 4.3%; Luc counter: -1.7%; NPSR antagonist: 1.4%; HTT aggregate: -3.1%[9.22 µM]

How did CN(C)/C=C/C(=O)c1cccc([N+](=O)[O-])c1 do in these assays?
Epigenetic derep: -1.9%; CBFb RUNX1 block: -7.8%; IMPase Li inh: -2.4%; Luc counter: -0.6%; NPSR antagonist: 4.5%; HTT aggregate: inconclusive

What do the screens show for `COc1ccc(S(=O)(=O)NC(C)C(=O)O)cc1` (configuration not stated)?
Epigenetic derep: -2.6%; LMNA splice mod: 9.0%; CBFb RUNX1 block: -1.2%; IMPase Li inh: 23.3%[38.3 µM]; Luc counter: -1.9%; NPSR antagonist: 1.5%[46.1 µM]; HTT aggregate: 3.0%

Results for Cc1ccc(OC(=O)CCC(=O)NC(C)c2ccccc2)cc1 (configuration not stated) ?
Epigenetic derep: -0.9%; LMNA splice mod: 0.6%; CBFb RUNX1 block: -2.6%; IMPase Li inh: 3.5%; Luc counter: -1.6%; NPSR antagonist: 9.5%; HTT aggregate: -17.7%

Results for Cc1ccc(-c2nnn(CC(=O)NCCc3ccc4c(c3)OCO4)n2)o1 ?
Epigenetic derep: 0.0%; LMNA splice mod: 7.2%; CBFb RUNX1 block: -2.1%; IMPase Li inh: 19.0%[38.3 µM]; Luc counter: -1.3%; NPSR antagonist: -4.7%[46.1 µM]; HTT aggregate: 11.3%

How did CCCc1ccc(C(=O)NNc2ccccc2F)cc1 do in these assays?
Epigenetic derep: -0.3%; CBFb RUNX1 block: 4.5%; NPSR antagonist: -1.1%[7.67 µM]; HTT aggregate: 8.2%[9.22 µM]

What do the screens show for `COc1ccc(/C=C2\SC(=S)N(CCCC(=O)NNC(=O)c3ccccc3O)C2=O)cc1`?
Epigenetic derep: -0.6%; LMNA splice mod: inconclusive; CBFb RUNX1 block: 13.7%; IMPase Li inh: 17.2%; Luc counter: 0.1%; NPSR antagonist: -14.8%; HTT aggregate: -14.5%

Results for COc1ccc(Cn2c(O)c(C=Nc3ccccc3C(=O)O)c3ccccc3c2=O)cc1 ?
Epigenetic derep: -1.0%; CBFb RUNX1 block: -4.2%; NPSR antagonist: 30.4%; HTT aggregate: -12.3%[9.22 µM]

What do the screens show for `[O-]/C(=C(\C(=S)NCc1ccc2c(c1)OCO2)[n+]1ccccc1)c1ccc(Cl)s1`?
Epigenetic derep: 11.2%; LMNA splice mod: -15.6%[46 µM]; CBFb RUNX1 block: -18.3%; IMPase Li inh: 8.8%; Luc counter: -0.6%; NPSR antagonist: -15.4%; HTT aggregate: 19.9%

How did Cc1cc(/C=N/Nc2ccc([N+](=O)[O-])cn2)c(C)n1-c1cccc(C(=O)O)c1 do in these assays?
Epigenetic derep: 0.1%; CBFb RUNX1 block: inconclusive; NPSR antagonist: -39.1%; HTT aggregate: 2.3%[9.22 µM]

How did Cc1cccc(-c2nc(CS(=O)CC(=O)N3CCc4ccccc4C3)c(C)o2)c1 (configuration not stated) do in these assays?
Epigenetic derep: 1.0%; LMNA splice mod: -7.5%; CBFb RUNX1 block: 0.9%; IMPase Li inh: 0.6%[38.3 µM]; Luc counter: -0.3%; NPSR antagonist: -6.5%[46.1 µM]; HTT aggregate: 25.5%

Results for Cc1cc(C)cc(-n2c(=O)c3sccc3n(CC(=O)NCc3ccco3)c2=O)c1 ?
Epigenetic derep: -1.0%; LMNA splice mod: 13.9%; CBFb RUNX1 block: 7.2%; IMPase Li inh: inconclusive; Luc counter: 3.2%; NPSR antagonist: -1.0%[46.1 µM]; HTT aggregate: 10.3%

How did CC(C)(Oc1ccc(Br)cc1)C(=O)N1CCc2ccccc21 do in these assays?
Epigenetic derep: 0.0%; LMNA splice mod: -3.0%; CBFb RUNX1 block: 21.0%; IMPase Li inh: 43.6%[38.3 µM]; Luc counter: -4.6%; NPSR antagonist: inconclusive; HTT aggregate: -31.7%

Results for CN1CCN(C(=S)c2ccc([N+](=O)[O-])cc2)CC1 ?
Epigenetic derep: -1.0%; LMNA splice mod: -12.6%; CBFb RUNX1 block: -2.7%; IMPase Li inh: 1.4%; Luc counter: -0.1%; NPSR antagonist: 12.7%; HTT aggregate: 3.1%

How did O=C(Nc1nnc(C2CC2)s1)c1cccnc1Oc1ccc(Cl)cc1 do in these assays?
Epigenetic derep: 0.0%; CBFb RUNX1 block: 4.9%; NPSR antagonist: 9.7%; HTT aggregate: 0.0%[9.22 µM]

How did O=C(CCCCCCCCC(=O)N/N=C/c1ccco1)N/N=C/c1ccco1 do in these assays?
Epigenetic derep: 0.9%; LMNA splice mod: inconclusive; CBFb RUNX1 block: -17.4%; IMPase Li inh: 6.8%; Luc counter: -4.5%; NPSR antagonist: 6.8%; HTT aggregate: 13.5%

Results for Cc1nn(-c2ccccc2)c(OC(=O)c2cccs2)c1S(=O)(=O)c1ccc([N+](=O)[O-])cc1 ?
Epigenetic derep: -5.0%; LMNA splice mod: 1.2%; CBFb RUNX1 block: -1.2%; IMPase Li inh: 11.0%[38.3 µM]; Luc counter: 2.5%; NPSR antagonist: -6.4%[46.1 µM]; HTT aggregate: 28.8%

How did CCOc1cc2nc(-c3ccc(OC)c(OC)c3)nc(NCCCN3CCOCC3)c2cc1OC do in these assays?
Epigenetic derep: -1.8%; LMNA splice mod: -7.0%; CBFb RUNX1 block: -13.7%; IMPase Li inh: 41.2%[38.3 µM]; Luc counter: -1.3%; NPSR antagonist: -3.2%[46.1 µM]; HTT aggregate: 13.2%

Among those listed so far, two have fluorine:
How did CCC(=O)NC(Nc1ccccn1)(C(=O)OC)C(F)(F)F (configuration not stated) do in these assays?
Epigenetic derep: 0.0%; LMNA splice mod: 4.1%; CBFb RUNX1 block: 0.8%; IMPase Li inh: -6.1%; Luc counter: -5.1%; NPSR antagonist: 14.7%; HTT aggregate: -4.8%

How did CCCc1ccc(C(=O)NNc2ccccc2F)cc1 do in these assays?
Epigenetic derep: -0.3%; CBFb RUNX1 block: 4.5%; NPSR antagonist: -1.1%[7.67 µM]; HTT aggregate: 8.2%[9.22 µM]

Bioassay records: PubChem BioAssay, National Center for Advancing Translational Sciences (NCATS)

These rows are one share of the data, so the mix of outcomes need not match the whole.
